Compound activity (PubChem BioAssay)
Fibroblast inh: blocks proliferation of human lung fibroblasts. LL 47 human lung fibroblast viability, ATP luminescence; stronger effect = lower value. viability, % at 10 µM. 85,000 tested, 1.1% active. AID 719;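 active = viability at or below 50% in the single dose screen; inactive = viability above 50%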;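 also: compound exposure lasted 72 h before the ATP readout; 100% = median luminescence of untreated cell-only wells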
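Assay system: human lung fibroblast line LL 47, low passage. Input: 1,150 fibroblasts seeded per well. Times: overnight cell rest, 72 h compound treatment at 37 °C. Evaluation: % viability of median cell-only signal. Technique: luminescent ATP detection, CellTiter-Glo. Control set: cell-only wells, no compound.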
cytoskel mod: cytoskeleton assembly modification; inhibition, % at 2 µM; HUVEC TNFa F-actin phalloidin imaging, high content; 91,000 tested, 0.18% active;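 active = inhibition above the batch mean plus 3 SD and confirmed as a hit by visual image inspection, cut at about 30% in these data, passing the limit was not always enough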; also: strong numbers were not always called active
HUVEC inhibit: blocks proliferation of human endothelial cells | HUVEC proliferation, CellTiter-Glo luminescence, 72 h; stronger effect = lower value | viability, % at 10 µM (by protocol) | 86,000 tested, 1.1% active;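 active = viability at or below 30%; inactive = viability above 30%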;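 also: 100% = median luminescence of DMSO-only cell control wells on each plate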
VCAM1 TNFa inh: reduces TNF alpha induced VCAM1 expression in HUVEC. 95,000 tested, 0.48% active. inhibition, % at 2 µM. HUVEC TNFa-induced VCAM-1 immunofluorescence, high-content imaging;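 active = inhibition above the batch mean plus 3 SD, with images confirmed as a hit by eye, cut at about 37% in these data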;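 also: 0% = TNF-stimulated DMSO wells and 100% = unstimulated control wells; not every result past the cut was called active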
H69AR inhibit: blocks growth of human H69AR lung tumor cells; H69AR lung tumor viability, ATP luminescence, 72 h; stronger effect = lower value; viability, % at 10 µM; 85,000 tested, 6% active; AID 598;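 active = viability at or below 40%; inactive = viability above 40%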;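 also: multidrug resistant small cell line overexpressing MRP-1 efflux transporter; 100% = mean luminescence of untreated control wells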
Pyk2 oligo antag: Pyk2 (human) oligomerization antagonism; Q293 cells, Pyk2 FERM NanoBiT luminescence; stronger effect = lower value; z-score (the deposit names both 25 µM and 10 µM); 99,000 tested, 0.83% active; Q14289; AID 1347419;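 active = Z-score of -3 or lower, scaled per plate to the spread of control and sample wells; inactive = z-score above -3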;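 also: negative z-score means lost luminescence so less FERM oligomerization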
Target sequence (Q14289 whole entry, looked up): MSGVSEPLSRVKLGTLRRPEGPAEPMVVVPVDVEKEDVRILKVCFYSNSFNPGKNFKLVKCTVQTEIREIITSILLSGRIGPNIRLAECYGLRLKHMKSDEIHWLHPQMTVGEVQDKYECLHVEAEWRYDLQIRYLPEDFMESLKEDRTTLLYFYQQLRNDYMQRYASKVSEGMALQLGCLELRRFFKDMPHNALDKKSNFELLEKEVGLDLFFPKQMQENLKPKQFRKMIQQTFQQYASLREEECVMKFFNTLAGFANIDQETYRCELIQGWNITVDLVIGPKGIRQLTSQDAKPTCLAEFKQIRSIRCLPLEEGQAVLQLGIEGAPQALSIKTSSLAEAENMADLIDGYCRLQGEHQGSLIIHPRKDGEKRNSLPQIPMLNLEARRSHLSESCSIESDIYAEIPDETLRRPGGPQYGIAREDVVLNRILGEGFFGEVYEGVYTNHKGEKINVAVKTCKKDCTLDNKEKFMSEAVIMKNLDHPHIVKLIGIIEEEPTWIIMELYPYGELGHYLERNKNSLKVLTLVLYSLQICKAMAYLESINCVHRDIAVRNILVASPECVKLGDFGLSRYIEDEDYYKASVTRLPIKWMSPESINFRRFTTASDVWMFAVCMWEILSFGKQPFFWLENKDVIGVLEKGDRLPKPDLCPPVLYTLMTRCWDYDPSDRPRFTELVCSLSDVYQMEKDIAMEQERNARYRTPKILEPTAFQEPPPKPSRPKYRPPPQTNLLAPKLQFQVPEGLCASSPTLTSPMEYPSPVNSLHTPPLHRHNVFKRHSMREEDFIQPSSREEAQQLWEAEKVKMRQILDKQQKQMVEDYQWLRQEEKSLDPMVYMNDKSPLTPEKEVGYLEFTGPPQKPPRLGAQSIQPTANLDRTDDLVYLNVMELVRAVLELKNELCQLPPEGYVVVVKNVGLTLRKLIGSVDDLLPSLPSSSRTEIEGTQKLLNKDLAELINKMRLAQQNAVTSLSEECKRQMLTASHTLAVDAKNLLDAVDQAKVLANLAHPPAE
HUVEC tox IL1B: toxic to HUVEC cells under IL-1B stimulation | HUVEC cell count loss, Hoechst imaging, IL-1B stimulated | cell count reduction, % at 2 µM | 94,000 tested, 0.41% active | AID 845;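 active = cell count reduction more than 3 SD above the screen-wide mean, cut at about 70% in these data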;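 also: normalized per plate to untreated control cells as the no-loss baseline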
Smad3 inh: Smad3 (human) transcription factor binding inhibition. 88,000 tested, 0.29% active. inhibition, % at 25 µM. TR-FRET Smad3/Dy647-FoxH1 peptide binding, europium anti-His;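 active = compounds that reduce the energy-transfer binding signal between the protein and its labelled peptide by more than half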;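 also: 0% = Smad3 plus labelled peptide maximal FRET and 100% = peptide-only background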
TNFa cytotox: HUVEC cytotoxicity counter-screen, TNF alpha stimulated; 93,000 tested, 0.17% active; cell count reduction, % at 2 µM; HUVEC TNFalpha-stimulated, Hoechst cell count, imaging; AID 848;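 active = cell count reduction exceeding the screen mean by over 5 SD, scaled to untreated wells per plate, cut at about 78% in these data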;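 also: cells counted after 24 h of TNF alpha exposure following the 1 h pretreatment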
* marks the source's active call; other numbers are inactive results; nt = not tested or not shown; [ ] = dose if it differs, or a comment. This is a subset, so the mix of outcomes need not match the whole.

SMILES	Fibroblast inh	cytoskel mod	HUVEC inhibit	VCAM1 TNFa inh	H69AR inhibit	Pyk2 oligo antag	HUVEC tox IL1B	Smad3 inh	TNFa cytotox
COc1cc(-c2nnc3sc(Cc4ccccc4)nn23)cc(OC)c1OC	89	12	64	-5	57	-1.2	-7	-6	-16
CNc1oc(C)nc1S(=O)(=O)c1ccccc1	93	-6	98	16	100	-0.03	-10	4	-18
COc1ccc(N2C(=O)CC(NCc3cccs3)C2=O)cc1 (stereo not drawn)	100	16	104	2	97	-0.18	-5	3	-36
CN(CCCNC(=O)c1cccc(N2CCCC2=O)c1)c1ccccc1	101	-18	99	6	88	1.4	24	-3	25
Cc1c(C(=O)N2CCCCC2)sc(NC(=O)C23CC4CC(CC(C4)C2)C3)c1C#N	91	-8	96	-20	87	-0.19	3	-134	33
Cc1csc(NC(=O)CCNS(=O)(=O)c2ccc3c(c2)c(=O)n(C)c(=O)n3C)n1	nt	35	nt	8	nt	0.72	-18	nt	-15
CCOC(=O)c1sc(C)c2c1NC(c1ccc(Cl)cc1)NC2=O (stereo not drawn)	nt	33	nt	3	nt	-0.28	-9	nt	-36
O=C(O)CSCNC(=O)CC12CC3CC(CC(C3)C1)C2	98	-17	94	-2	99	-0.06	-4	14	-14
CCOC(=O)N1CCC(NC(=O)c2cc(C(=O)NCc3cccc(Cl)c3)ccc2CO)CC1	97	nt	106	-4	86	0.86	-6	11[fluorescence artefact?]	13
Cc1nc2ccc(-c3nc4cc(N)ccc4o3)cc2[nH]1	101	-12	76	4	65	-0.47	-19	13	6
CC(=O)Nc1ccc(OCC(O)CN2CCN(c3ccc(C)c(Cl)c3)CC2)cc1 (stereo not drawn)	99	11	90	2	98	0.44	-16	5	-21
Cc1cc2cc(CN(CCN3CCOCC3)C(=O)Nc3ccccc3F)c(=O)[nH]c2cc1C	98	14	91	14	55	0.47	-4	13	-16
O=C(NC(=S)NC1CCCCCCCCCCC1)c1cccnc1	80	23	76	2	41	0.25	-21	13	-20
COc1ccc2c(c1OC)C(=O)N(c1cccc(C)c1)C2	101	nt	89	nt	67	0.37	-6	19	nt
CCOc1ccccc1C(=O)N1CCC(n2nnc3cc(C(F)(F)F)ccc32)CC1	98	-2	80	0	39*	0.64	-4	14	9
O=C(CCS(=O)(=O)c1cccs1)N1CCN(c2ccc(F)cc2)CC1	97	-8	107	-11	106	0.96	9	-6	-28
CN1CCN(S(=O)(=O)c2cccc(S(=O)(=O)c3cccc(S(=O)(=O)N4CCN(C)CC4)c3)c2)CC1	106	nt	97	-9	98	0.78	19	27[fluorescence artefact?]	-3
COc1cccc(-c2nnc(SCC(=O)N3CCCC3=O)n2-c2ccccc2)c1	99	nt	96	nt	105	-0.27	nt	-4	nt
CCn1c(SCC(=O)Nc2cc(C)on2)nc2c1c(=O)n(C)c(=O)n2C	97	-18	106	1	101	1.8	-12	10	-30
CC(C)(C)NC(=O)C1CCN(C(=O)c2ccc(Br)cc2)CC1	96	2	99	-30	100	0.47	9	6	5
O=C(NCc1ccc2c(c1)OCO2)c1cc(-c2ccccc2)on1	103	2	96	3	99	0.46	-7	1	-17
CC(C)COC(=O)CNc1n[nH]c(=S)[nH]c1=O	100	-2	96	1	95	0.43	-73	-11[fluorescence artefact?]	-10
O=C(Nc1ccccc1)c1ccc(S(=O)(=O)N2CCCCC2)cc1	nt	5	nt	15	nt	nt	10	nt	-20
CCSc1n[nH]c2nc3c(c(=O)n12)C1(CCCC1)Cc1ccccc1-3	102	14	89	13	88	-2.6	-7	1	-4
NC(=O)c1ccc([N+](=O)[O-])cc1SCc1ccccc1	96	-13	95	8	95	0.58	-17	-7	6
O=C(c1cccc(F)c1)n1nnc2ccccc21	98	36	103	-1	87	0.62	19	-5	-10
CCCn1c(=O)c2ccccc2n2c(SCC(=O)NCc3cccs3)nnc12	78	79*	94	23	104	0.1	6	6	-22
Cc1cc2c(cc1C)-c1nnc(-c3ccc4ccccc4n3)n1C(C)(C)C2	94	11	97	6	87	nt	0	-9	-2
Clc1ccc(-c2onc3c2CCCC3)cc1	109	-8	102	-6	113	0.79	1	6	0
CCOC(=O)N1CCN(Cc2oc(CO)cc(=O)c2O)CC1	97	4	106	13	102	0.62	10	9[fluorescence artefact?]	-24
Cc1c(C(=O)O)oc2ccc(S(=O)(=O)N(CC(C)C)CC(C)C)cc12	94	nt	93	nt	101	-1.6	nt	4	nt
CNC(=O)CC(C(=O)O)c1ccc(OCC(C)C)cc1 (stereo not drawn)	109	-27	94	5	104	0.36	-7	-7	6
CCN(CC)c1ccc(C(=O)OCC(=O)NC2CCCCC2C)cc1 (stereo not drawn)	nt	-24	nt	4	nt	0.25	0	nt	-3
CCOC(=O)c1sc(NC(=O)/C=C/c2cnn(CC)c2C)c(C(=O)OCC)c1C	nt	-9	nt	1	nt	-1.6	-73	nt	-4
COc1ccc(C2C(C(=O)Nc3ccc4c(c3)OCCO4)c3ccccc3C(=O)N2C)cc1 (stereo not drawn)	93	7	105	0	107	-0.57	5	-22	-5
Cc1ccc(O)c(-c2cc(-c3ccccc3C)[nH]n2)c1	62	nt	35	nt	0.5*	-0.15	-48	-10	nt
CCc1nnc(NC(=O)C(NS(=O)(=O)c2ccc3c(c2)OCCO3)C(C)C)s1 (stereo not drawn)	95	9	102	-13	106	0.57	8	2	10
Cc1ccc(C(=O)COC(=O)C2CC(=O)N(c3nc(-c4ccccc4)cs3)C2)cc1 (stereo not drawn)	nt	7	nt	12	nt	1.6	9	nt	-20
O=C(Oc1ccc2ccccc2c1Br)N1CCCCCC1	nt	4	nt	12	nt	-0.12	-2	nt	-16
COc1cc(-c2nc3ccccn3c2/N=C/c2cc(OC)c(OC)c(OC)c2)ccc1O	nt	2	nt	10	nt	-1.9	-13	nt	-13
O=C1c2oc3ccccc3c(=O)c2C(c2cccnc2)N1Cc1ccco1 (stereo not drawn)	99	6	102	-7	89	-1.3	-1	3	-26
COc1ccc(C)cc1NC(=O)CN1CCN(c2ccccc2F)CC1	96	nt	104	nt	88	-0.34	nt	-2	nt
NC(=O)c1c(NC(NC(=O)c2ccco2)C(=O)c2ccc(Cl)cc2)sc2c1CCCC2 (stereo not drawn)	102	nt	93	8	92	-0.04	-9	10	-22
CCC1(CC)N([O-])C(C)=C(c2ccccc2)[N+]1=O	97	-5	104	0	88	1.5	-6	7	23
Cn1c(=O)[nH]c(=O)c2c1nc(Br)n2Cc1ccccc1F	91	-14	104	37	82	0.47	-7	-3	-6
Cc1cc(C)c(C)c(OCC(=O)N2CCOCC2)c1	98	-2	106	16	96	-0.12	-12	1	0
CCCn1nc(C(=O)Nc2ccc(S(=O)(=O)Nc3nccs3)cc2)c2ccccc2c1=O	nt	6	nt	-13	nt	-1.7	12	nt	-4
O=S(=O)(c1ccc(Cl)cc1)N1c2ccccc2Oc2nc3ccccc3nc21	82	-2	80	12	55	-2.1	86*	-2	0
Cn1c(-c2c(N)n(C3CCCC3)c3nc4ccccc4nc23)nc2ccccc21	91	nt	73	-21	56	-1.1	-16	0	-16
COc1cc(OC)c(OC)cc1/C=N/n1c(C)nnc1C	nt	-24	nt	-6	nt	-0.49	-23	nt	3

(continued)
SMILES	Fibroblast inh	cytoskel mod	HUVEC inhibit	VCAM1 TNFa inh	H69AR inhibit	Pyk2 oligo antag	HUVEC tox IL1B	Smad3 inh	TNFa cytotox
COc1ccc(CNn2c(C)nc3ccccc3c2=O)cc1	97	-2	104	1	41	-1.2	3	-1	-10
CCOC(=O)CCCNC(=O)CCNC(=O)c1ccc(OC(C)C)cc1	104	nt	109	-8	107	1.2	34	-1	15
CS(C)(=O)=NS(=O)(=O)c1ccc(Cl)cc1	103	-4	97	8	91	0.47	17	-7	-20
COc1ccc2cc(CN(Cc3ccco3)Cc3nnnn3C3CCCCC3)c(=O)[nH]c2c1	91	-14	98	11	47	1.4	25	0	-4
c1ccc(OCc2nc3ccccc3s2)cc1	96	0	84	20	92	0.66	-14	-20	-6
COc1ccc(C(NC(=O)CNC(C)=O)C(=O)Nc2ccc3c(c2)OCCO3)cc1 (stereo not drawn)	97	nt	100	21	93	-1.3	-21	9	-8
CCCCNC(=O)c1c(O)c2cccc3c2n(c1=O)CCC3	92	nt	101	nt	75	-0.09	nt	-4	nt
CCOc1cc2[nH]c(=O)n(CCCCC(=O)NC3CCCCCC3)c(=O)c2cc1OCC	94	-19	71	18	72	0.14	-20	13	-4
Cc1c(C(=O)NCc2ccc3c(c2)OCO3)oc2ccc(S(=O)(=O)N3CCC(C)CC3)cc12	73	-1	85	14	95	0.54	-17	-4	0
O=C(CCC(=O)NNC(=S)Nc1ccccc1)NCc1ccccc1	nt	2	nt	-8	nt	1.2	-22	nt	6
O=C(CCS(=O)(=O)c1cccc2nsnc12)N1CC(=O)N(CCc2ccccc2)C(=O)C1	96	nt	95	nt	94	0.17	nt	12	nt
O=C(Nc1cccc(F)c1)N1CCN(C/C=C/c2ccccc2)CC1	100	-28	87	25	84	0.27	24	3	14
Cc1nn2c(NCCCN3CCOCC3)c3c(nc2c1-c1ccccc1)CCC3	91	-13	92	17	47	0.33	-9	0	-25
COc1ccc(C(=O)Nc2cc(C)on2)cc1	97	nt	95	nt	90	-0.22	nt	-2	nt
CCCC(=O)Nc1cccc(NC(=O)CN2CCN(c3ccccc3OC)CC2)c1	99	nt	89	nt	93	0.55	nt	-3	nt
CCOc1ccc(-c2csc(NC(=O)C3CCCO3)n2)cc1 (stereo not drawn)	106	16	87	23	100	-0.1	-1	6	-30
CN(C)c1ccc(C(=O)Nc2cc(C(F)(F)F)ccc2-n2cncn2)cc1	98	-8	105	15	80	-1.6	-78	-7	-7
O=C(Cn1cnc2c(nnn2-c2ccc(F)cc2)c1=O)N1CCCc2ccccc21	103	-1	108	-4	89	-0.57	6	-4	-4
O=C(NCC(c1cccnc1)N1CCOCC1)c1ccco1 (stereo not drawn)	97	4	100	5	94	1	-27	10	-14
CN(/C(=N\S(=O)(=O)c1ccccc1)C(F)(F)F)c1ccccc1	nt	-34	nt	-6	nt	-0.48	8	nt	9

A draw from above in order of count of non-hydrogen atoms, falling.
SMILES	Fibroblast inh	cytoskel mod	HUVEC inhibit	VCAM1 TNFa inh	H69AR inhibit	Pyk2 oligo antag	HUVEC tox IL1B	Smad3 inh	TNFa cytotox
O=C(CCS(=O)(=O)c1cccc2nsnc12)N1CC(=O)N(CCc2ccccc2)C(=O)C1	96	nt	95	nt	94	0.17	nt	12	nt
CN(C)c1ccc(C(=O)Nc2cc(C(F)(F)F)ccc2-n2cncn2)cc1	98	-8	105	15	80	-1.6	-78	-7	-7
O=C(NCC(c1cccnc1)N1CCOCC1)c1ccco1 (stereo not drawn)	97	4	100	5	94	1	-27	10	-14

More results
SMILES	Fibroblast inh	cytoskel mod	HUVEC inhibit	VCAM1 TNFa inh	H69AR inhibit	Pyk2 oligo antag	HUVEC tox IL1B	Smad3 inh	TNFa cytotox
CCOc1ccc(OCc2cccc(C(=O)N3CCCC3)c2)cc1	99	6	106	16	95	-0.63	-42	-10	nt
O=C(c1ccccc1)c1cc(-c2ccccn2)c(N2CCOCC2)s1	nt	-9	nt	11	nt	-0.37	11	nt	-22
CC1CCCCN1C(=O)CSc1nnc(-c2c[nH]c3ccccc23)o1 (stereo not drawn)	101	nt	102	nt	22*	-1.4	nt	21	nt
O=C(NCc1ccco1)C1CCN(S(=O)(=O)N2CCOCC2)CC1	101	5	95	-5	102	1.3	25	-4	0
Cc1nc(-c2cccc(NC(=O)c3cccs3)c2)cs1	101	2	90	-9	72	0.16	-18	3	-18
O=c1c2c(-c3cccs3)csc2ncn1-n1cccc1	101	-4	94	6	96	-0.33	4	-16	7
